Screening results from PubChem BioAssay.
zVAD death inh: L929 zVAD cell death inhibition | L929 zVAD necroptosis rescue, ATP luminescence, 24 h; with zVAD 60 µM | viability rescue, % at 10 µM | 0.38% of 220,000 active | AID 1377;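 active = activation, scaled between plate controls, above about 75%, limit read from the data; inactive = activation under that limit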;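 note: 0% = zVAD with DMSO and 100% = DMSO alone without zVAD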
TbHK1 inh: blocks Trypanosoma brucei hexokinase 1 activity; recombinant TbHK1, G6PDH-coupled NADH A340; inhibition, % at 10 µM; 0.11% of 220,000 active;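 active = inhibition of 50% or more in the single-dose primary screen; inactive = inhibition below 50%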
FXIa inh: factor XIa (human) inhibition | inhibition, % at 5 µM | P03951 | 0.14% of 220,000 active | purified FXIa, Boc-Glu-Ala-Arg-AMC fluorogenic substrate;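 active = inhibition of at least 40%; inactive = inhibition below 40%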;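 note: fluorescence of freed AMC excited at 355 nm; 0% = enzyme without compound and 100% = no enzyme blank; many of its hits are not listed in these tables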
Target sequence (P03951 19-387 limits assumed): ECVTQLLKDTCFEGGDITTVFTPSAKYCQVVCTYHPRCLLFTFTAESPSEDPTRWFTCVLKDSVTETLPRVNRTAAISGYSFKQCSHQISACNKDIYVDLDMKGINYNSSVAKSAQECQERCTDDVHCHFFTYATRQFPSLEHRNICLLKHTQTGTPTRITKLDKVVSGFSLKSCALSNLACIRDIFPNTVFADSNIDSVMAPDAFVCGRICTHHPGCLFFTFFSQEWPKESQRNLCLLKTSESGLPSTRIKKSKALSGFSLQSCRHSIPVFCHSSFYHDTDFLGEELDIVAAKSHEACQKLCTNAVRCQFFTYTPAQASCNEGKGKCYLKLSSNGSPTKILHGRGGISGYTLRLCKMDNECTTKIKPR
Target sequence (P03951 388-625 limits assumed): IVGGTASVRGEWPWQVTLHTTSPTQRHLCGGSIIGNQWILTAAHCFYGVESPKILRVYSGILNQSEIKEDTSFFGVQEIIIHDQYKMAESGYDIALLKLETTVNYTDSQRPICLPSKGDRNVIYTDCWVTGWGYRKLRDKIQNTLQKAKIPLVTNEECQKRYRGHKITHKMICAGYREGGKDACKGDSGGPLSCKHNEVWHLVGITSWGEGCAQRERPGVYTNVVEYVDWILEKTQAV
PGE2 EP2 inh: blocks the human prostaglandin E2 receptor EP2. C6 glioma cells expressing human EP2, cAMP TR-FRET; cells stimulated with saturating PGE2. inhibition, % at 25 µM. 0.52% of 260,000 active;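 active = percent inhibition above 40 after rounding to a whole number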;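 note: rat C6 glioma host cells with rolipram phosphodiesterase inhibitor present; the protocol text gives 20 µM as final concentration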
Target sequence (P43116 whole entry, looked up): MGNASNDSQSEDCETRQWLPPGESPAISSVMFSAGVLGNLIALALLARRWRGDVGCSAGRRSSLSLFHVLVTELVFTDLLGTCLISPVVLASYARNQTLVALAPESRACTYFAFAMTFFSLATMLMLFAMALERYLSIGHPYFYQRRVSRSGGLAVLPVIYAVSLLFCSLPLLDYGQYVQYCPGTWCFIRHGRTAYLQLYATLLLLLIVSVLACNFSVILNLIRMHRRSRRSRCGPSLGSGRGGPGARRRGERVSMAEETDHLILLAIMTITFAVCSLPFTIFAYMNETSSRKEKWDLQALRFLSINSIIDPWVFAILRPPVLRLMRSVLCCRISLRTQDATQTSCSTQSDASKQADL
FXIIa inh 1536: inhibitors of human coagulation factor XIIa; purified FXIIa, Boc-QGR-AMC fluorogenic substrate, 2 h; inhibition, % at 5 µM; 0.3% of 220,000 active; AID 800; in the data active = inhibition above about 40%;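 note: 0% = enzyme with no compound and 100% = blank without enzyme; many of its hits are not listed in these tables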
PPC-1+TRAIL kill: compounds killing PPC-1 cancer cells with TRAIL present (potentiator screen, no TRAIL-free arm). 0.41% of 220,000 active. cell killing (% activity), % at 4 µM. PPC-1 cells + TRAIL, ATPLite viability luminescence;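 active = cell killing above 50% in the first pass at 4 µM, then a duplicate retest at 5 µM averaging 50% or more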;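 note: plate controls were cells with TRAIL plus DMSO for no effect and medium-only wells lacking cells for full effect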
TNF necrop inh: inhibitors of TNF-alpha induced necroptosis in Jurkat FADD-/- cells; activation (protection from cell death), % at 10 µM; Jurkat FADD-/- TNF necroptosis rescue, ATP luminescence, 24 h; 0 = TNF only, 100 = no-TNF cells; AID 463075; 0.068% of 220,000 active;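 active = activation, meaning protection from cell death, of at least 50% relative to plate controls; inactive = activation below 50%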;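 note: necroptosis triggered by 40 ng/mL TNF-alpha added together with compound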
Wee1 stabilizer: blocks degradation of human Wee1 kinase; P30291; HeLa Luc-Wee1K328M stability, luciferase luminescence; 100% = proteasome inhibitor MG132 effect; reporter increase, % at 5 µM; 1.2% of 220,000 active;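 active = activation above the mean of all tested compounds plus 3 SD, set per screening run, cut at about 8.8% in these data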;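 note: cells exposed to compound for 20 h before luminescence read; 0% = DMSO alone and 100% = MG132 at 30 µM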
CHOP inhibitor: inhibitors of CHOP induction in ER stress response | AID 2732 | inhibition, % at 10 µM | 3.8% of 220,000 active | CHO-K1 CHOP-promoter luciferase, tunicamycin-induced, 15-18 h;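 active = compounds that reduced the stress-induced luciferase reporter signal by more than about 70% of percent inhibition, limit read from the data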;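 note: 0% = tunicamycin plus vehicle and 100% = wells without tunicamycin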
Active calls of the source: *; . = no result given. A portion of the library. The share of hits here may be higher or lower than overall.

cpd	SMILES	zVAD death inh	TbHK1 inh	FXIa inh	PGE2 EP2 inh	FXIIa inh 1536	PPC-1+TRAIL kill	TNF necrop inh	Wee1 stabilizer	CHOP inhibitor
1	COc1ccccc1-n1c(CNC(=O)c2ccc(S(=O)(=O)N3CCOCC3)cc2)n[nH]c1=S	-0.1	-1	2	8	8	19	-1.6	0	16
2	CN1CCN(S(=O)(=O)c2cc([N+](=O)[O-])ccc2N2CCCCCC2)CC1	-0.2	-15	0	16	16	14	-3.9	-2	14
3	COC(=O)c1sccc1OC(C)C(C)=O (stereo not given)	-0.3	3	-9	3	-14	12	-1.2	1	12
4	COc1cc2c(cc1OC)C(SC)=NC(C)(C)C2	0.8	-9	10	4	13	12	-6.4	1	-13
5	CSc1ccc(CN(C)CC(=O)NCc2ccc(F)cc2)cc1	0.9	-1	-4	5	3	18	2.1	-1	-4
6	COc1ccc(OC)c(NC(=O)c2cnc(Nc3ccccc3OC)c3ccccc23)c1	1.5	-18	3	9	0	1	-10	1	-10
7	COc1ncnc2c1N[C@@](C)(O)c1c(F)c(F)c(F)c(F)c1S2	-0.1	-6	1	5	18	9	-2.2	2	20
8	Cc1nc(NC(=O)c2ccc(Br)o2)sc1C	0.1	-44	-3	12	11	33	-1.8	11*	41
9	CCOc1ccc(C(=O)Nc2nc(C)c(C(=O)OC)s2)cc1	-0.5	-21	-2	9	4	12	1.2	3	-40
10	CCCN(CCC)S(=O)(=O)c1ccc(C(=O)N2CC3CCC(CC3)C2)cc1	0.4	-4	-2	7	1	8	6.0	2	6
11	Cc1nn(C)c(Cl)c1CN1CCN(CC(C)C)C(CCO)C1 (stereo not given)	0.3	-6	-3	3	2	11	0.3	-1	2
12	CC12CN(Cc3ccccc3)CC(C)(CN(Cc3ccccc3)C1)C2=NO	-0.3	8	2	10	18	8	2.7	1	-46
13	COCCNC(=O)C(C)OC(=O)c1cc2occc2n1C (stereo not given)	-0.6	-1	2	9	20	24	-0.8	-1	25
14	Cc1ccc2nc3c(cc(S(=O)(=O)c4ccccc4)c(=N)n3Cc3ccco3)c(=O)n2c1	-2.7	-10	-1	7	7	-2	-1.4	3	21
15	O=S(=O)(c1ccc(Cl)s1)N1CCc2ccccc2C1	-0.2	-3	-5	-2	-2	-10	-1.9	-1	47
16	CCCOc1ccccc1/C=C(\C#N)C(=O)Nc1cccnc1	2.2	-19	4	15	0	1	-1.3	2	-26
17	O=C(NCC1CCCCC1)C12CN(Cc3ccccc3)CC1C(c1cccc([N+](=O)[O-])c1)=NO2 (stereo not given)	1.8	0	-14	3	-11	9	2.2	-4	20
18	COc1ccc(S(=O)(=O)Nc2ccccn2)cc1OC	0.1	-5	2	12	-3	-15	-1.7	1	4
19	Cc1ccc(S(=O)(=O)c2ccc(Oc3ccccc3)cc2)cc1	0.4	5	3	2	18	25	-4.5	0	50
20	O=C(COc1ccc(Cl)cc1)c1ccc(O)cc1O	1.0	-64	1	7	8	18	-3.3	2	17
21	COc1ccc(-c2nsc(SCC(=O)NCc3ccc4c(c3)OCO4)n2)cc1	0.5	-2	1	6	2	0	-2.0	0	15
22	COc1cc(NC(=O)CN2C(=O)C(c3ccccc3)=NC2(C)C)cc(OC)c1	3.0	-2	1	7	9	21	1.3	0	24
23	COc1ccccc1N1CCN(CCCCCCOc2ccc(F)cc2)CC1	.	-2	5	5	13	7	1.5	-1	32
24	CN(C)S(=O)(=O)c1cccc(NC(=O)COC(=O)CCC(=O)c2cccs2)c1	1.2	-1	0	5	8	9	-0.1	-3	1
25	Cn1c(SCc2nc(-c3ccc(Br)cc3)no2)nnc1-c1ccco1	1.6	11	-4	2	-4	6	-0.1	2	46

The listing continues.
cpd	SMILES	zVAD death inh	TbHK1 inh	FXIa inh	PGE2 EP2 inh	FXIIa inh 1536	PPC-1+TRAIL kill	TNF necrop inh	Wee1 stabilizer	CHOP inhibitor
26	CC(C)C1S/C(=N/N=C/c2cccs2)NC1=O (stereo not given)	-0.3	-29	2	.	12	12	-1.9	-2	14
27	CCOc1ccc(C(C)NC(=O)Cc2ccccc2)cc1OCC (stereo not given)	0.1	-3	7	7	10	13	-0.1	6	18
28	Cc1ccc2[nH]c(=O)c3cc(C(=O)N4CCN(C(=O)c5ccco5)CC4)sc3c2c1	0.9	-33	-5	.	1	27	-2.4	3	-10
29	CCC(C(=O)NC1CCCC1)N(Cc1ccc2c(c1)OCO2)C(=O)c1snc(C(N)=O)c1N (stereo not given)	1.7	34	-7	4	7	-10	-2.6	0	7
30	O=C(Nc1ccccc1C(F)(F)F)N1CCCC1c1cccnc1 (stereo not given)	0.1	-12	2	11	7	25	2.0	3	4
31	CCCc1[nH]n(-c2nc3ccccc3s2)c(=O)c1C=NCCCN(CC)CC	66	9	-5	9	8	-13	0.1	-3	-17
32	CC(=O)C1CCC2C3CCC4=CC(=O)CC[C@]4(C)[C@@]3(F)C(O)C[C@]12C (stereo not given in full)	64	7	7	10	5	14	-1.0	4	14
33	COc1cccc(NC(=S)Nc2cc(C)cc(C)n2)c1	-0.1	-10	-3	11	4	-7	0.5	1	-11
34	CC(C)(C)C(=O)Nc1sc(-c2ccccc2)cc1C(=O)O	0.8	-33	3	10	6	-5	-1.2	0	-24
35	COc1nc(Nc2ccc(C(C)C)cc2)nc(OC)n1	1.4	5	10	10	17	17	-0.2	-1	-10
36	Cc1ccc2c(c1)SC1=NC(c3ccccc3)(C(F)(F)F)NC(=O)N12 (stereo not given)	0.9	-1	-3	.	7	21	-0.5	1	70*
37	CC1(c2cnc(Nc3ccccc3)s2)CCC(=O)O1 (stereo not given)	-0.2	-1	-4	10	0	21	5.0	4	-24
38	Cc1c(N=Cc2cc(Br)cc(Br)c2O)cccc1C(=O)O	-0.2	38	21	14	24	20	0.3	3	41
39	CSc1nsc(SCC(=O)Nc2ccc3c(c2)OCCO3)n1	-0.5	3	-5	6	-11	-17	1.8	0	1
40	COc1cccc(C(C(=O)NC(C)(C)C)N(CCC(C)C)C(=O)CCC(=O)Nc2cc(C)on2)c1OC (stereo not given)	-0.3	-6	-3	7	6	14	-0.5	-3	48
41	COc1ccc(-c2csc(-n3ncc(-c4ccccn4)c3N)n2)cc1	1.3	-8	-2	9	6	18	0.3	-2	25
42	Cc1ccc2nc(/C(C#N)=C/c3cn[nH]c3-c3ccc(F)cc3)[nH]c2c1	1.0	-23	13	5	13	24	-5.2	5	16
43	Cc1ccc2nc(N3CCC(C(=O)O)CC3)nc(-c3ccccc3)c2c1	0.2	0	0	13	1	0	-3.4	0	-1
44	CCC(=O)N1CCc2cc(S(=O)(=O)N(CC)c3cccc(C)c3)ccc21	0.5	-7	1	.	17	5	-1.2	1	20
45	CCOc1cc(/C=N/NC(=S)Nc2ccccc2C(F)(F)F)ccc1OCC(=O)N1CCOCC1	.	-15	0	5	7	16	-3.2	-2	-30
46	O=C(O)C1CCC(NSc2ccccc2[N+](=O)[O-])CC1 (stereo not given)	-0.1	3	-2	6	6	11	-4.5	-1	12
47	O=C(COC(=O)c1cc(=O)c2ccccc2o1)NCC1CCCCC1	6.4	1	-5	7	5	16	0.6	-1	15
48	COC(=O)c1ccccc1NC(=O)CN1C(=O)C2CCCN2c2ncc(Cl)cc21 (stereo not given)	0.5	-17	-5	17	0	7	1.9	-2	22
49	COc1ccc(NS(=O)(=O)c2ccc(NC(=S)NC(=O)c3ccc(Br)cc3)cc2)nn1	0.7	32	5	16	11	20	1.8	2	17
50	CCN(CC)CCSc1nc(O)c(C(C)C)c(=O)[nH]1	-0.2	-10	0	5	12	10	-0.9	4	10

An excerpt from above in order of molar mass, falling.
cpd	SMILES	zVAD death inh	TbHK1 inh	FXIa inh	PGE2 EP2 inh	FXIIa inh 1536	PPC-1+TRAIL kill	TNF necrop inh	Wee1 stabilizer	CHOP inhibitor
49	COc1ccc(NS(=O)(=O)c2ccc(NC(=S)NC(=O)c3ccc(Br)cc3)cc2)nn1	0.7	32	5	16	11	20	1.8	2	17
40	COc1cccc(C(C(=O)NC(C)(C)C)N(CCC(C)C)C(=O)CCC(=O)Nc2cc(C)on2)c1OC (stereo not given)	-0.3	-6	-3	7	6	14	-0.5	-3	48
45	CCOc1cc(/C=N/NC(=S)Nc2ccccc2C(F)(F)F)ccc1OCC(=O)N1CCOCC1	.	-15	0	5	7	16	-3.2	-2	-30
28	Cc1ccc2[nH]c(=O)c3cc(C(=O)N4CCN(C(=O)c5ccco5)CC4)sc3c2c1	0.9	-33	-5	.	1	27	-2.4	3	-10
48	COC(=O)c1ccccc1NC(=O)CN1C(=O)C2CCCN2c2ncc(Cl)cc21 (stereo not given)	0.5	-17	-5	17	0	7	1.9	-2	22
36	Cc1ccc2c(c1)SC1=NC(c3ccccc3)(C(F)(F)F)NC(=O)N12 (stereo not given)	0.9	-1	-3	.	7	21	-0.5	1	70*
30	O=C(Nc1ccccc1C(F)(F)F)N1CCCC1c1cccnc1 (stereo not given)	0.1	-12	2	11	7	25	2.0	3	4
27	CCOc1ccc(C(C)NC(=O)Cc2ccccc2)cc1OCC (stereo not given)	0.1	-3	7	7	10	13	-0.1	6	18
34	CC(C)(C)C(=O)Nc1sc(-c2ccccc2)cc1C(=O)O	0.8	-33	3	10	6	-5	-1.2	0	-24
46	O=C(O)C1CCC(NSc2ccccc2[N+](=O)[O-])CC1 (stereo not given)	-0.1	3	-2	6	6	11	-4.5	-1	12
33	COc1cccc(NC(=S)Nc2cc(C)cc(C)n2)c1	-0.1	-10	-3	11	4	-7	0.5	1	-11
37	CC1(c2cnc(Nc3ccccc3)s2)CCC(=O)O1 (stereo not given)	-0.2	-1	-4	10	0	21	5.0	4	-24

(list continues)
cpd	SMILES	zVAD death inh	TbHK1 inh	FXIa inh	PGE2 EP2 inh	FXIIa inh 1536	PPC-1+TRAIL kill	TNF necrop inh	Wee1 stabilizer	CHOP inhibitor
51	O=C(O)CC(NC(=O)OCc1ccccc1)c1ccccc1 (stereo not given)	-0.2	39	11	5	18	14	1.9	-1	9
52	O=C(Cn1ccc2ccccc2c1=O)N1CCN(c2cccc(Cl)c2)CC1	-0.3	1	-2	7	14	-4	-2.3	-2	18
53	Cc1nc2nc(-c3ccc(Cl)cc3)[nH]n2c(=O)c1Cc1ccccc1	0.3	-10	-2	8	0	8	-0.9	0	43
54	COc1ccc(Cl)cc1-n1c(C)cc(C(=O)OCC(=O)N2CC(=O)Nc3ccccc32)c1C	-0.1	-4	7	2	8	0	0.2	-1	28
55	CC(C)CCNC(=O)c1cccc(Cl)c1	-0.5	3	-5	.	7	3	26	0	-24
56	CCN(CC)S(=O)(=O)c1ccc(C(=O)OC2CCCCC2CN(C)C)cc1 (stereo not given)	0.2	1	18	4	28	2	-2.1	-1	-3
57	Cc1ccc(NC(=O)CCn2cnc3cc(C)c(C)cc32)cc1	-0.5	1	6	7	11	5	-0.5	2	9
58	NS(=O)(=O)c1ccc(CCNCC(=O)NC2CC2)cc1	0.0	-8	1	5	10	7	-0.5	-1	-3
59	CCOC(=O)c1sc(NC(=O)OC)c(C(=O)OC)c1C	1.4	-7	-1	13	-1	-5	-1.1	0	1
60	Cc1ccc(NC(=O)C2CCN(C(=O)NC3CCCCC3)CC2)c(C)c1	-0.2	-5	-3	9	8	31	-0.1	-3	11
61	Cc1ccc(/C=N/N2CCN(Cc3ccc(C)cc3)CC2)cc1	0.1	8	0	11	12	4	-1.4	0	28
62	COc1ccccc1-n1cnnc1SCC(=O)NCc1cccs1	0.1	-9	5	16	14	-1	-0.2	-1	-4
63	O=C(Cc1ccc(Cl)cc1)Oc1cccc2cccnc12	.	4	9	6	10	32	-12	1	7
